Screening data (PubChem BioAssay)
ST2 inh: IL1RL1 inhibition; Q01638; AlphaLISA ST2-Fc/biotin-IL-33 interaction, 1 h; inhibition, % for hits at 17 µM; hit rate 2.3% among 78,000; AID 1259354; in the data active means inhibition above about 30%; inconclusive means mostly about 10% to 28%
Target sequence (Q01638 whole entry, looked up): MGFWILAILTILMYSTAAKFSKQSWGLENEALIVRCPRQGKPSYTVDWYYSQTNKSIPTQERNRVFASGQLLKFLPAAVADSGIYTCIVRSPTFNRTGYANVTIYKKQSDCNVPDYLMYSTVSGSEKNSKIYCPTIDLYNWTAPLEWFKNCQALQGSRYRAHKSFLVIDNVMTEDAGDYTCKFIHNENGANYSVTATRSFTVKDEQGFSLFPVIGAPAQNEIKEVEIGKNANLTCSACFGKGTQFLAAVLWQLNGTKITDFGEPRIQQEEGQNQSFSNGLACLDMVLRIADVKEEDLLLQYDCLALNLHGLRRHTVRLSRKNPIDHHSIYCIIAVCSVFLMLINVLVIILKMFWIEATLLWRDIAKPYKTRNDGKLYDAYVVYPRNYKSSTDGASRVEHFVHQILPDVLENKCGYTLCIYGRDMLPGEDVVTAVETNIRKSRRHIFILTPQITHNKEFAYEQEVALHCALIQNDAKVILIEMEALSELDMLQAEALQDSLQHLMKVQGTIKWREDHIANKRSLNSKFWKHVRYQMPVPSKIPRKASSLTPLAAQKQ
* marks the source's active call; other numbers are inactive results; i = inactive; ? = inconclusive.

SMILES | ST2 inh
CS(=O)(=O)NC1CCN(Cc2cc3n(n2)CCCNC3)CC1 | ?
O=C1NCC2(CCCN(C(=O)c3cc(-c4ccccc4)nc4ccccc34)C2)O1 (centres undefined) | i
Cn1c(NC(=O)c2ccc(F)cc2)nc2ccccc21 | ?
CCn1nc(-c2ccccn2)nc2c(=O)n(C)c(=O)nc1-2 | i
CC1CN(C(=O)c2ccccc2)OC(c2cccc(O)c2)O1 (centres undefined) | i
CC1=NN(c2ccc(Br)cc2)C(=O)/C1=C/c1ccc(-c2ccc3c(c2)C(=O)OC3)o1 | i
CC(CNCc1cn[nH]c1-c1ccc(F)cc1)Oc1cccnc1 (centres undefined) | i
O=C(O)c1ccc2c(c1)C(=O)N(c1nccs1)C2=O | i
O=c1[nH]c(Nc2cccc(Cl)c2)nnc1Cc1ccccc1 | i
CC(C)COC(=O)C1C2C=CC3(CN(CCc4ccccc4)C(=O)C13)O2 (centres undefined) | i
O=[N+]([O-])c1cc2c(cc1CC1CC1(Cl)Cl)OCCO2 (centres undefined) | ?
CC(C)Cc1cc(C(=O)N(C)Cc2cccs2)on1 | i
COc1ccc2nc3oc(C(=O)N4CCN(c5ccccc5)CC4)cc3cc2c1 | i
CCCS(=O)(=O)N1CCC(C(=O)NC(C)CC)CC1 (centres undefined) | ?
Cc1ccc(N2C(=O)CC(N3CCN(Cc4ccc(Cl)cc4)CC3)C2=O)cc1Cl (centres undefined) | i
Cc1cc(C)n2nc(C(=O)N(C)CC3CCCCO3)nc2n1 (centres undefined) | i
Nc1nc2ccc(Cl)cc2c2nc(-c3ccco3)nn12 | i
COc1cc2c(cc1OC)CN(Cc1ccc(Br)cc1)CC2 | i
C[C@@H]1CCC2C(C)(C)[C@H](O)CC[C@]2(C)[C@@]12Cc1c(O)cc3c(c1O2)CNC3=O (some centres undefined) | i
CCCC(=O)Nc1ccccc1C1(C)CC1 | i

16 compounds out of the list, ordered by length of the SMILES, smallest number first:
SMILES | ST2 inh
CCCC(=O)Nc1ccccc1C1(C)CC1 | i
CC(C)Cc1cc(C(=O)N(C)Cc2cccs2)on1 | i
Cn1c(NC(=O)c2ccc(F)cc2)nc2ccccc21 | ?
CCCS(=O)(=O)N1CCC(C(=O)NC(C)CC)CC1 (centres undefined) | ?
COc1cc2c(cc1OC)CN(Cc1ccc(Br)cc1)CC2 | i
O=C(O)c1ccc2c(c1)C(=O)N(c1nccs1)C2=O | i
CC1CN(C(=O)c2ccccc2)OC(c2cccc(O)c2)O1 (centres undefined) | i
CC(CNCc1cn[nH]c1-c1ccc(F)cc1)Oc1cccnc1 (centres undefined) | i
CCn1nc(-c2ccccn2)nc2c(=O)n(C)c(=O)nc1-2 | i
O=[N+]([O-])c1cc2c(cc1CC1CC1(Cl)Cl)OCCO2 (centres undefined) | ?
COc1ccc2nc3oc(C(=O)N4CCN(c5ccccc5)CC4)cc3cc2c1 | i
CC(C)COC(=O)C1C2C=CC3(CN(CCc4ccccc4)C(=O)C13)O2 (centres undefined) | i
O=C1NCC2(CCCN(C(=O)c3cc(-c4ccccc4)nc4ccccc34)C2)O1 (centres undefined) | i
Cc1ccc(N2C(=O)CC(N3CCN(Cc4ccc(Cl)cc4)CC3)C2=O)cc1Cl (centres undefined) | i
CC1=NN(c2ccc(Br)cc2)C(=O)/C1=C/c1ccc(-c2ccc3c(c2)C(=O)OC3)o1 | i
C[C@@H]1CCC2C(C)(C)[C@H](O)CC[C@]2(C)[C@@]12Cc1c(O)cc3c(c1O2)CNC3=O (some centres undefined) | i

More entries follow.
SMILES | ST2 inh
O=C(Cc1c(C(=O)O)[nH]c2ccccc12)Nc1ccc(F)cc1Cl | i
CN(Cc1ccno1)C(=O)CC1COCCN1 (centres undefined) | ?
CCn1c2ccccc2c2nnc(SCC(=O)N3CCCc4ccccc43)nc21 | i
O=C(CCS(=O)(=O)c1cccc2nsnc12)NCc1ccco1 | i
O=C(c1ccccc1Br)N1CCN=C1SCc1cccnc1 | ?
O=[N+]([O-])c1cc2c(cc1C=Nc1ccc(O)c(-c3nc4ccccc4o3)c1)OCO2 | 35.0%*
Cc1c(CN2CCOC3(CNCCOC3)C2)[nH]c2ccc(F)cc12 (centres undefined) | i
Cc1ccccc1N=c1oc2ccccc2cc1C(=O)Nc1ccccc1 | ?
CCOc1ccc(C2Nc3ccc(C(=O)c4ccccc4)cc3NC3=C2C(=O)CCC3)cc1 (centres undefined) | ?
CC1=NN(C(=O)c2ccc(C)o2)C(O)(c2ccccc2)C1 (centres undefined) | i
Cc1ccc(C2CC(=O)C3=C(C2)Nc2ccccc2NC3c2ccc(C)s2)cc1 (centres undefined) | ?
O=C(C1c2ccccc2C(=O)N2CCc3ccccc3C12)N1CCN(c2ccccc2F)CC1 (centres undefined) | i
Cc1cc(C)n2nc(SCCC(=O)NCC3CCCO3)nc2n1 (centres undefined) | ?
O=C(O)c1ccccc1SC1CC(=O)N(c2ccc(OC(F)F)cc2)C1=O (centres undefined) | i
Cc1cccc(S(=O)(=O)N2CCSC2c2cccc([N+](=O)[O-])c2)c1 (centres undefined) | ?
Cc1cc(C)n(CC(=O)N(CC2CCN(C3CCCC3)CC2)CC2CCCO2)n1 (centres undefined) | i
Cc1nnsc1CN(C)C1CCN(c2ccc3c(c2)OCO3)CC1 | ?
Cc1ccccc1-n1ncc(C(C)NS(=O)(=O)c2sccc2C)c1C (centres undefined) | i
CSc1nc2c(c(=O)[nH]1)C(c1ccccc1)C1=C(CC(C)(C)CC1=O)N2 (centres undefined) | i
CCNC(=O)c1c(NC(=O)C(C)Cn2nc(C)nc2C)sc2c1CCCC2 (centres undefined) | i
COc1cccc(C(=O)Nc2cc3c(ccc4ccccc43)oc2=O)c1 | ?
CN1CCN(C(=O)c2cc(-c3ccc4c(c3)OCO4)on2)CC1 | i
Cc1ccc(S(=O)(=O)Nc2ccccc2CNC(C)(C)C)cc1 | i
O=C(Nc1cccc(C(F)(F)F)c1)C1COc2ccccc2O1 (centres undefined) | ?
O=CNC(=O)Cc1ccc(O)cc1 | i
O=C(Nc1cccc(C(F)(F)F)c1)N[C@H]1[C@H](O)[C@@H](N2CCOCC2)[C@@H]2OC[C@H]1O2 | i
O=C1CC(NCc2cccc3cccnc23)CN1CCc1ccccc1 (centres undefined) | i
O=C(NCCN1CCOCC1)c1cc(-c2ccc(Cl)c(Cl)c2)on1 | i
CCn1cc(C(=O)Nc2cccc(C)n2)c2cc(OC)c(OC)cc2c1=O | i
Cc1cc(O)cc(O[C@@H]2O[C@H](CO)[C@@H](O)[C@H](O)[C@H]2O)c1 | i
CCOC(=O)N1CCC(NC(=O)C2CC23CCN(C(=O)C(c2ccccc2)C2CCCC2)CC3)CC1 (centres undefined) | ?
CCOc1ccc(NS(=O)(=O)c2ccc3[nH]c(=O)sc3c2)cc1 | i
O=[N+]([O-])c1ccccc1S(=O)(=O)NCCSCc1ccccc1 | ?
CC(C(=O)Nc1ccc(F)cc1)N1C(=O)c2ccccc2C1=O (centres undefined) | i
O=C(Nc1ccc(-c2nc3ccccc3[nH]2)cc1)c1ccccc1Br | ?
O=C(NCCCn1ccnc1)c1cc(-c2ccc(F)cc2)on1 | i
Cc1ccc2oc(CN3CCOC(CN)C3)c(C)c2c1 (centres undefined) | i
CCC(C)Sc1nc2c(c(=O)n1-c1ccc(F)cc1)SCC2 (centres undefined) | ?
COc1cc(C2N(Cc3ccccc3)CCN2Cc2ccccc2)ccc1O | i
Cc1ccc(NC(=O)C2(N(C(=O)Cn3nnnc3N)c3ccc(C)cc3)CCCCC2)cc1 | ?
CCOc1ccc(-n2c(=O)c3sccc3n(CC(=O)Nc3cccc(Cl)c3)c2=O)cc1 | i
O=C(Nc1c(C(=O)Nc2ccccc2F)cnn1-c1ccccc1Cl)c1cccs1 | i
Fc1ccccc1Cc1noc(CN2CCCCC2c2cccnc2)n1 (centres undefined) | ?
CCCS(=O)(=O)N1CCCC(C(=O)NCCN(CC)CC)C1 (centres undefined) | ?
CCSc1nc(CC(=O)NCc2sc(C)nc2CC)cs1 | 31.0%*
O=C(NCc1ccccn1)c1cncc(Br)c1 | ?
COc1ccc(-c2cc(C(=O)Nc3ccc(S(N)(=O)=O)cc3)c3ccccc3n2)c(OC)c1 | i
Cn1c(CCC(=O)N2CCCC3(CNC(=O)O3)C2)nc2cccnc21 (centres undefined) | i
O=C(O)CC1C(=O)NCCN1CC1CCCCC1 (centres undefined) | i
CCC(NC(=O)CCNC(=O)c1ccccc1F)c1cccs1 (centres undefined) | ?

Overlap with the part before: 2 compounds; new compounds follow.
SMILES | ST2 inh
O=C(O)CC1C(=O)NCCN1CC1CCCCC1 (centres undefined) | i
CCC(NC(=O)CCNC(=O)c1ccccc1F)c1cccs1 (centres undefined) | ?
N#Cc1cc2c(N)c(C(=O)c3ccc(Cl)cc3)sc2nc1N | ?
COc1ccc(CN2C(=O)CO[C@H]3CN(C(=O)c4ccno4)C[C@H]32)cc1 | i
COc1ccc2sc(NC(=O)c3ccco3)nc2c1 | i
Cc1nc(C)n(CCCn2cc(-c3ccnc4ccccc34)nn2)n1 | i
COc1ccccc1CN1C(=O)O[C@@H]2CN(C(=O)C(=O)c3ccco3)C[C@@H]21 | i
Cc1[nH]n(-c2ccc([N+](=O)[O-])cc2)c(=O)c1C=NCCc1ccc(Cl)cc1 | i
Brc1cccc(C2=Nn3c(nnc3-c3ccc4c(c3)OCO4)SC2)c1 | i
C=CCSc1nnc2c(n1)OC(c1ccc(O)c([N+](=O)[O-])c1)Nc1ccccc1-2 (centres undefined) | i
Clc1ccccc1OCCCN1CCCC1 | i
c1ccc(CCCN2CC[C@H](c3nnc(-c4cccnc4)o3)C2)cc1 | i
Cc1ccccc1-c1noc(CN2CCCC2c2nc(-c3ccccn3)no2)n1 (centres undefined) | i
O=C1C[C@H]2CC[C@@H](CN1)N2C(=O)Cc1ccsc1 | i
COc1cc(=O)n(C)c2cc(N(C)C)ccc12 | i
O=C1c2cccc(Oc3ccc(Cl)cc3)c2C(=O)N1CC1CCCO1 (centres undefined) | i
CCC(=O)N1CCc2cc(Br)cc(S(=O)(=O)N(C)Cc3ccccc3)c21 | i
COc1ccc(OC)c(S(=O)(=O)Nc2ccc(F)cc2F)c1 | i
O=C(N[C@H]1CCN2C(=O)c3cc(-c4ccc5c(c4)OCO5)ccc3NC(=O)[C@H]12)c1cccc(F)c1 | ?
CSc1nc2c(c(=O)n1-c1ccccc1)SCC2 | ?
COc1ccccc1N(CC(=O)N1CCCCCC1)S(C)(=O)=O | i
FC(F)(F)CCc1nc(-c2ccccn2)no1 | ?
CC(C)c1ccc(N(CC(=O)NCc2ccccn2)S(C)(=O)=O)cc1 | i
Cc1cc(N(C)C)nc(N2CCN(S(=O)(=O)c3ccc(C)c(C)c3)CC2)n1 | i
CN1CC2(CCCN(CCCn3cccc3)CC2)OC1=O (centres undefined) | ?
Cc1nonc1CC(=O)N1CCCC(CNC(=O)C2(c3ccc(Cl)cc3)CC2)C1 (centres undefined) | i
CC(C)c1ccc2c(c1)C(=O)CC1C(C)(C(=O)O)CCCC21C (centres undefined) | i
COc1cccc(-c2cc(C(=O)Nc3sc(C)c(C)c3C(N)=O)c3ccccc3n2)c1 | ?
Cc1nc2ccncc2cc1C(=O)N1CCN(C)C(=O)C1 | ?
CCOc1ccc(C(=O)c2cccc([N+](=O)[O-])c2)cc1 | 31.0%*
O=C(Nc1ccccc1Oc1ccccc1)c1ccccc1[N+](=O)[O-] | i
CCCn1ncc(CN2CCCC(N3CCN(c4ccc(OC)cc4)CC3)C2)c1C (centres undefined) | ?
Cc1ccc(-c2nc(N3CCC4(CC3)OCCO4)c3ccccc3n2)cc1 | i
COc1cc(Nc2c3c(nc4ccccc24)CCC3)cc(OC)c1OC | ?
COc1cc(C2N(c3ccccn3)C(=O)C3CCCN32)cc(OC)c1OC (centres undefined) | i
CCCOc1ccc(C(=O)Nc2cc(-c3nc4ncccc4o3)ccc2C)cc1 | i
COCC(=O)O[C@]1(CCN(C)CCCc2nc3ccccc3[nH]2)CCc2cc(F)ccc2[C@@H]1C(C)C | ?
N#Cc1ccc(/C=C2\NC(=O)N(Cc3ccc(Cl)cc3)C2=O)cc1 | 30.0%*
COc1ccc([N+](=O)[O-])cc1C1NN=C(c2ccccc2O)S1 (centres undefined) | ?
CCCCSC1=NN2CCCC(=O)N=C2S1 | i
NCCCCNCCCN | i
CCc1cccc(CC)c1NS(=O)(=O)c1ccc(Cl)cc1 | i
CCC(CC)C(=O)NC[C@H]1O[C@@H](CC(=O)N2CCN(c3ccc(F)cc3)CC2)[C@H](O)[C@@H]1O | ?
Cc1cnc(C)c(-c2ccccc2C(=O)N(C(C)C)C(C)C)n1 | i
COc1ccc(C=C2c3cc([N+](=O)[O-])cc([N+](=O)[O-])c3-c3c2cc([N+](=O)[O-])cc3[N+](=O)[O-])cc1 | 51.0%*
O=[N+]([O-])c1cc(C(F)(F)F)ccc1N1CCN(CCOc2nonc2-c2ccccc2)CC1 | 45.0%*
COc1cc(C(=O)NCc2cccc(C)n2)ccc1OC1CCN(C2CCCC2)CC1 | ?
COc1ccc(-c2noc([C@@H]3C[C@@H](O)CN3Cc3ccc(Cl)cc3)n2)cc1 | i
COc1ccc(NC(=O)Cn2c(=O)n(-c3cc(OC)cc(OC)c3)c(=O)c3sccc32)cc1 | ?
Cc1nc2nc(-c3ccccc3)cc(-c3ccccc3)n2n1 | i
O=C(c1cc2ccccc2cc1O)N1CCOCC1 | ?
COc1ccc(S(=O)(=O)NCc2ccc3c(c2)OCO3)cc1OC | i
(cont.)
SMILES | ST2 inh
O=C1OCCN1S(=O)(=O)c1ccc(Cl)cc1 | i
O=C(CNC(=O)c1cccs1)NC1CC1 | i
O=C(NCc1ccc2c(c1)OCO2)c1ccc2c(c1)N(Cc1ccc(Cl)cc1)C(=O)CS2 | i
CCOC(=O)CSc1nc2c(sc3ccccc32)c(=O)n1Cc1ccccc1 | i
CCCc1nnc2n1N=C(c1ccc(OC)cc1)CS2 | i
N#Cc1c(N)n(-c2cc(Cl)cc(Cl)c2)c2nc3ccccc3nc12 | ?
CCN(Cc1noc(C)n1)C(=O)c1cn[nH]c1-c1cccc(OC)c1 | i
C=CCN1C(=O)CSc2ccc(C(=O)NC(C)c3ccccc3)cc21 (centres undefined) | i
CC1=C[C@@H](CNS(C)(=O)=O)[C@H](C(C)C)C[C@H]1CC(=O)N1CCN(c2ccccn2)CC1 | i
CC1CCN(CC(O)COc2ccc3c(c2)CCC3)CC1 (centres undefined) | i
CC1CN(S(=O)(=O)c2ccc(Cl)c(C(=O)Nc3ccc([N+](=O)[O-])cc3)c2)CC(C)O1 (centres undefined) | i
COc1ccc2c(c1)CCc1c(C(=O)Nc3cccnc3)noc1-2 | ?

This is a subset (hit frequency here may not be typical).
